High-throughput results (PubChem)
Anesthetic bind – qHTS Assay for Identification of Novel General Anesthetics. apoferritin/1-aminoanthracene competitive binding, fluorescence. 350,000 compounds, 0.074% hits. Potency, µM (top dose mostly 77.5 µM), for inactives: top-dose activity change, negative = displacement, usual class: inhibitors. Ferritin light chain (Equus caballus), P02791; active = well fitted inhibition curve with a large enough effect; inconclusive = small, poorly fitted or top-dose-only effect; inactive = no such curve, though single readings can be large or run the other way; note: potency is the fitted concentration of half-maximal effect; nearly all actives have a fitted effect of over 20% in size
Target sequence (P02791 2-175 limits assumed): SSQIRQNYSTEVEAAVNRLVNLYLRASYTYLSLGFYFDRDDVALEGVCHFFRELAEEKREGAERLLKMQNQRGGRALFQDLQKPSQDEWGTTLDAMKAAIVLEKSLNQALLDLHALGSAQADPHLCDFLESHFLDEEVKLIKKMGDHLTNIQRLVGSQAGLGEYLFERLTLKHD
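10 uM apoferritin + 50% sat. 1-AMA, PBS; cpd 10 min RT; Ex380/Em535 endpoint; normalized to free probe vs complex; 4-param Hill fit; propofol titration as pos. ctrl.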
RXFP1 antag – qHTS Assay for Antagonists of the Relaxin Receptor RXFP1; Relaxin receptor 1 (Homo sapiens), Q9HBX9; HEK293-RXFP1, relaxin-stimulated cAMP HTRF, 30 min; hits give low values; activity change, negative = inhibition, % at 57.5 µM; 350,000 compounds, 0.59% hits;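 active = activity change of -60% or lower, but not beyond a set lower limit; inconclusive = change between -60% and -40%, or beyond the set limit; inactive = change above -40%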
Target sequence (Q9HBX9 whole entry, looked up): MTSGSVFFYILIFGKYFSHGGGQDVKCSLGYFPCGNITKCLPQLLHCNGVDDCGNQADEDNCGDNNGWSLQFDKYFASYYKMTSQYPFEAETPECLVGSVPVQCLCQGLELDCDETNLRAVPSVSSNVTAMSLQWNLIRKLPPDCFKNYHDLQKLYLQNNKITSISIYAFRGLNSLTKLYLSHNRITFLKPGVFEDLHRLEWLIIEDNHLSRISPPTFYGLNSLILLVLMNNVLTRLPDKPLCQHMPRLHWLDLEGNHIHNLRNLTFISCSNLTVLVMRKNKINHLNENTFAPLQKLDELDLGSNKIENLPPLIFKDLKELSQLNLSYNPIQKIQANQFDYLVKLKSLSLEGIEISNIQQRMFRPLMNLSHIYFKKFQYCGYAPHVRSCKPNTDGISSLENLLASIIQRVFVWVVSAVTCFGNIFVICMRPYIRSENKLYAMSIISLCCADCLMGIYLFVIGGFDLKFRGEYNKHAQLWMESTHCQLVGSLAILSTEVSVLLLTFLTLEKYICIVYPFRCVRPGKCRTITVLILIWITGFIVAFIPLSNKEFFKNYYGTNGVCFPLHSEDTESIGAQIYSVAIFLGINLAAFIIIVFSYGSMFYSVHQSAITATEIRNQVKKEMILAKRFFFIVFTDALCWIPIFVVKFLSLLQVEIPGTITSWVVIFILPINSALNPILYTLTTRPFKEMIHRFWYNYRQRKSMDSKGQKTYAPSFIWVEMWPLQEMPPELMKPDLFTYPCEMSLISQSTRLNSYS
Active calls of the source: *; ? = inconclusive; / = no result given; & = joins results of further samples; [ ] = dose if it differs, or a comment. % is set by controls: 0 for no effect and ±100 for the full control effect.

1) CC[C@H](C)[C@H](NC(=O)[C@H](CCCN=C(N)N)NC(=O)[C@H](CCCN=C(N)N)NC(=O)[C@H](CC(C)C)NC(=O)[C@H](Cc1ccccc1)NC(=O)CNC(=O)CNC(=O)[C@@H](N)Cc1ccc(O)cc1)C(=O)O
2) CC(C)C[C@H](NC(=O)[C@H](Cc1ccccc1)NC(=O)CNC(=O)CNC(=O)[C@@H](N)Cc1ccc(O)cc1)C(=O)N[C@@H](CCCN=C(N)N)C(=O)N[C@@H](CCCCN)C(=O)N[C@@H](Cc1ccc(O)cc1)C(=O)N1CCC[C@H]1C(=O)N[C@@H](CCCCN)C(=O)O
3) CN1c2ccccc2C(NCCCCCCC(=O)O)c2ccc(Cl)cc2S1(=O)=O (centres undefined)
4) C[C@H]1C(=O)O[C@@H]2CCN3CC=C(COC(=O)[C@@](C)(O)[C@@]1(C)O)[C@H]23
5) O=c1ccc2cc(O[C@H]3O[C@@H](CO)[C@@H](O)[C@@H](O)[C@@H]3O)c(O)cc2o1
6) Clc1ccc(Cl)cc1
7) COc1ccc(C[C@H]2NC[C@H](O)[C@H]2OC(C)=O)cc1
8) Cc1cc2oc(=O)cc(-c3ccccc3)c2c(C)c1-c1ccc(CO)cc1
assay / entry,1,2,3,4,5,6,7,8
Anesthetic bind,-8.4%,1.6%,-11.3%,-9.5%[29.3 µM],694.3%[activator][29.3 µM],4.9%,1.9%,?
RXFP1 antag,/,/,/,/,/,/,/,/

9) CC(C)=CCCC1(C)C=Cc2c(O)c3c(c(CC=C(C)C)c2O1)OC12C(=CC4CC1C(C)(C)OC2(C/C=C(/C)C(=O)O)C4O)C3=O (centres undefined)
10) CC(N)[C@H](O)c1ccccc1 (some centres undefined)
11) CS(=N)(=O)CC[C@@H](N)C(=O)O (some centres undefined)
12) O=C1C(Cl)=C(Cl)C(=O)C(Cl)=C1Cl
13) CCCc1cc2c(n1Cc1cccc(Cl)c1)C(C)C1CN(C(=O)c3ccccc3)C(C)(C(=O)OC)C21 (centres undefined)
14) CCCC(=O)O[C@@H]1[C@@H](C)[C@@]2(O)[C@@H](C=C(CO)C[C@]3(O)C(=O)C(C)=C[C@@H]23)[C@@H]2C(C)(C)[C@]12OC(=O)CCC
15) N#Cc1c(Cl)cccc1Cl
16) COc1ccc(C[C@H]2c3cc(OC)c(OC)cc3CCN2C)cc1OC
assay / entry,9,10,11,12,13,14,15,16
Anesthetic bind,?,-5.5%,-10.4%[29.3 µM],-17.0%,?,-7.9%,-3.0%,-11.2%[29.3 µM]
RXFP1 antag,/,/,/,/,/,/,/,/

17) CCC1COC(Cn2cncn2)(c2ccc(Cl)cc2Cl)O1 (centres undefined)
18) CN1CC[C@@H]2CN3CCc4cccc(c43)[C@@H]2C1
19) CC1=CC[C@@H]2[C@@H](C1)c1c(O)cc(CC#CCCCNS(C)(=O)=O)cc1OC2(C)C
20) CC(=O)OCC1=C(C(=O)O)N2C(=O)C(NC(=O)CCCC(N)C(=O)O)C2SC1 (centres undefined)
21) Cc1o[nH]c(=O)c1C[C@@H](N)C(=O)O
22) CC(=O)Oc1ccc(Cl)c2cccnc12
23) CC1COC2=C1C(=O)C(=O)c1c2ccc2c1CCCC2(C)C (centres undefined)
24) C[C@@]12CCC3C(CC[C@@H]4CC(O)CC[C@@]34C)C1CCC2O (some centres undefined)
assay / entry,17,18,19,20,21,22,23,24
Anesthetic bind,-0.6%,5.0%,?,5.9%,6.6%,-12.8%,?,1.5%
RXFP1 antag,/,/,/,/,/,/,/,/

25) O=C(O)Cc1cccnc1C(=O)O
26) COC(=O)[C@H]1[C@H](c2ccccc2)C(=O)[C@@]2(O)c3ccccc3O[C@@]12c1ccccc1
27) CN1C(=O)[C@]23CC4=CC=C[C@H](O)[C@H]4N2C(=O)[C@@]1(CO)SS3
28) COc1cc2c(cc1O)[C@H]1Cc3ccc(OC)c(O)c3CN1CC2
29) Oc1ccc2c3c1O[C@H]1[C@H](O)CC[C@@]4(O)[C@@H](C2)N(CC2CC2)CC[C@]314
30) c1cncc(C2=NCCC2)c1
31) C/C1=C/C(=O)O[C@@H]2C[C@@H](CC[C@H](C)/C=C\CC1)O[C@@](O)(C1CSC(=O)N1)C2 (some centres undefined)
32) NCC(=O)c1ccccc1
assay / entry,25,26,27,28,29,30,31,32
Anesthetic bind,-7.2%,-4.3%[15.3 µM],-5.5%,-12.2%[29.3 µM],-1.5%,7.9%[29.3 µM],-14.0%&-21.6%,2.1%
RXFP1 antag,/,/,/,/,/,/,/,/

Down the list, quoted from above:
Anesthetic bind for entries 25 to 32 → -7.2%, -4.3%[15.3 µM], -5.5%, -12.2%[29.3 µM], -1.5%, 7.9%[29.3 µM], -14.0%&-21.6%, 2.1%

Reformatted as tab-separated lines: part of the list above.
item	canonical_smiles	Anesthetic bind	RXFP1 antag
7	COc1ccc(C[C@H]2NC[C@H](O)[C@H]2OC(C)=O)cc1	1.9%	/
8	Cc1cc2oc(=O)cc(-c3ccccc3)c2c(C)c1-c1ccc(CO)cc1	?	/

(cont.)
33) CCN1C[C@]2(COC)CC[C@H](O)[C@@]34[C@@H]5C[C@H]6[C@@H](OC)[C@H]5[C@](O)(C[C@@H]6OC)[C@@](O)([C@@H](OC)[C@H]23)[C@@H]14
34) CCN1C[C@]2(C)CC[C@H](O)[C@@]34[C@@H]5CC6[C@@H](OC)C[C@@](O)([C@@H]5[C@@H]6O)[C@H](C[C@@H]23)[C@H]14
35) CC[C@H](C)[C@H](NC(=O)[C@@H]1CCCN1C(=O)[C@H](CCC(=O)O)NC(=O)[C@@H](NC(=O)[C@H](Cc1ccccc1)NC(=O)[C@@H]1CCCN1C(=O)[C@@H](N)Cc1ccc(O)cc1)C(C)C)C(=O)O
36) CC[C@@]1(O)C(=O)OCc2c1cc1n(c2=O)-c2cc3ccccc3nc2C1
37) CSCC[C@H](NC(=O)[C@H](Cc1ccccc1)NC(=O)CNC(=O)CNC(=O)[C@@H](N)Cc1ccc(O)cc1)C(=O)O
38) COC(=O)c1ccc2[se]c(CC3CCCCC3)c(I)c2c1
39) COc1c(CC=C(C)C)c2c(c3oc(=O)c(-c4ccc(O)cc4)c(O)c13)C=CC(C)(C)O2
40) Cc1c(C(=O)c2cccc3ccccc23)c2cccc3c2n1[C@@H](CN1CCOCC1)CO3
assay / entry,33,34,35,36,37,38,39,40
Anesthetic bind,5.5%[29.3 µM],-1.4%[29.3 µM],3.3%,276.8%[activator],2.9%,-6.1%,-20.0%,-19.6%
RXFP1 antag,/,/,/,/,/,/,/,/

Single records, as listed above. Order of values: Anesthetic bind	RXFP1 antag
Cc1c(C(=O)c2cccc3ccccc23)c2cccc3c2n1[C@@H](CN1CCOCC1)CO3 reads -19.6%	/
CCN1C[C@]2(C)CC[C@H](O)[C@@]34[C@@H]5CC6[C@@H](OC)C[C@@](O)([C@@H]5[C@@H]6O)[C@H](C[C@@H]23)[C@H]14 reads -1.4%[29.3 µM]	/

Next section
41) C[C@]12CCC(=O)C=C1CCc1ccc(O)cc12
42) CN(C)CCN(C)CCc1ccc(Cl)c(Cl)c1
43) CC(C)(C)OC(=O)N1CC[C@H]1COc1cnc[c]([Sn]([CH3])([CH3])[CH3])c1
44) c1ccc2c(c1)c1cc[n+]2CCCCC[n+]2ccc(c3ccccc32)NCCCCCN1
45) Cc1[nH]c2ccccc2c1CN1CCCCC1
46) COc1cc2c(c(OC)c1OC)-c1ccc(O)cc1C(NC(C)=O)CC2 (centres undefined)
47) COc1ccccc1CNCCc1cccc(Cl)c1
48) C[C@]12CCC3C(CC[C@H]4C[C@@H](O)CC[C@]34C)C1C[C@@H](Br)[C@@H]2O (some centres undefined)
assay / entry,41,42,43,44,45,46,47,48
Anesthetic bind,-16.8%,-3.4%,-3.7%[15.3 µM],-7.7%,/,/,/,/
RXFP1 antag,/,/,/,/,-9.4,-7.3,-0.2,-20.6

49) COCCNC(=S)N1Cc2ccccc2-n2nncc2C1
50) O=c1c([N+](=O)[O-])cn(O)cc1[N+](=O)[O-]
51) O=C1CN=C(c2ccccc2Cl)c2cc(Br)ccc2N1
52) O=[N+]([O-])c1ccc(C(=Nc2ccccc2)N2CC2)cc1
53) Clc1ccccc1C1=NCc2nncn2-c2sc(Br)cc21
54) O=C(Nc1cc(Cl)cc(Cl)c1)N1Cc2ccccc2-n2nncc2C1
55) O=C1NC2C(=CC(O)C(O)C2O)c2cc3c(cc21)OCO3 (centres undefined)
56) O=C1NC(=O)C(=Cc2c(Cl)cccc2Cl)C(=O)N1
assay / entry,49,50,51,52,53,54,55,56
Anesthetic bind,/,/,/,/,/,/,/,/
RXFP1 antag,2.1,-3.9,-26.9,-11.3,?,2.2,-6.4,?

57) CC(C(O)c1ccccc1)N(C)C/C=C/c1ccccc1 (centres undefined)
58) Cc1ccc(-n2c(=S)[nH]c3ccccc3c2=O)cc1C
59) COCCn1c(-c2ccccc2)cc(C(=O)O)c1C
60) CC=C(CC)C1(CC)C(=O)NC(=S)NC1=O
61) CC(=O)OC1CCC2(C)C(=CC(=O)C3C2CCC2(C)C(OC(C)=O)CCC32)C1 (centres undefined)
62) CCOCCOC(C)=O
63) CCCC1(CC(C)CC)C(=O)NC(=O)NC1=O (centres undefined)
64) C=CC(=O)OCCO
assay / entry,57,58,59,60,61,62,63,64
Anesthetic bind,/,/,/,/,/,/,/,/
RXFP1 antag,-8.7,-7.9,1.8,-11.1,-3.6,12.6,-4.8,-13.9

65) CCC1(c2ccccc2)C(=O)NC(=S)NC1=O
66) COC(=O)C1=C(c2ccc(OCc3ccccc3)cc2)C[C@@H]2CC[C@H]1N2C(=O)NCCCCc1ccccc1
67) CC(N)C(=O)NC1C2C(=C(O)CC(O)C2O)C(=O)OC1(C)C(Cl)Cl (centres undefined)
68) Cc1ccc(OC(=O)N(C)C[C@@H]2OCc3cnnn3CCCC(=O)N([C@H](C)CO)C[C@H]2C)cc1
69) COC1CCC(OC2CC(C3(C)CCC4(CC(O)C(C)C(C(C)/C=C(\C)C(=O)C(C)CC(C)C(=O)O)O4)O3)OC3(OC(C4OC(O)(CO)C(C)CC4C)CC3C)C2C)OC1C (centres undefined)
70) CCN(CC)CCc1c[nH]c2ccccc12
71) Cc1ncc(C(=O)O)n1C(C)c1ccccc1 (centres undefined)
72) C=CCN1CC[C@]23CCCC[C@H]2[C@H]1Cc1ccc(O)cc13
assay / entry,65,66,67,68,69,70,71,72
Anesthetic bind,/,/,/,/,/,/,/,/
RXFP1 antag,-2.5,9.8,0.1,9.6,-16.5,10.2,11.2,9.7

73) O=P(N1CCCCCC1)(N1CCCCCC1)N1CC1
74) CO[C@]12CC[C@@]3(C[C@@H]1[C@](C)(O)C(C)(C)C)[C@@H]1Cc4ccc(O)c5c4[C@@]3(CCN1CC1CC1)[C@H]2O5
75) O=C(NC(O)C(Cl)(Cl)Cl)NC(O)C(Cl)(Cl)Cl (centres undefined)
76) COc1ccc(C=C2C(=O)NC(=S)NC2=O)cc1OC
77) CC(C)(C)NC(=S)N1Cc2ccccc2-n2nncc2C1
78) C=C1C(=O)OC2CC3(C)OC3CCC(C)=CC(OC(C)=O)C12 (centres undefined)
79) CCC1(CC(C)c2ccccc2)C(=O)NC(=O)NC1=O (centres undefined)
80) CCOP(=S)(OCC)Oc1cc(C)nc(C(C)C)n1
assay / entry,73,74,75,76,77,78,79,80
Anesthetic bind,/,/,/,/,/,/,/,/
RXFP1 antag,-11.9,-34.0,12.7,-23.0,14.6,-2.2,-60.5*,8.9

Some values from the results shown.
Cc1ncc(C(=O)O)n1C(C)c1ccccc1 (centres undefined) | RXFP1 antag: 11.2
CS(=N)(=O)CC[C@@H](N)C(=O)O (some centres undefined) | Anesthetic bind: -10.4%[29.3 µM]

(further entries)
81) CCOC(=O)c1cccc(C2=C(CNC(C)=O)[C@H]3CC[C@@H](C2)N3Cc2ccccc2)c1
82) Cc1ccccc1NC(=NCCCN1CC1)Nc1ccccc1C
83) COc1cccc2c1C(=O)c1c(O)c3c(c(O)c1C2=O)C[C@@](O)(C(=O)CO)CC3OC1CC(N2CCOC(OC)C2)C(O)C(C)O1 (some centres undefined)
84) C[C@]12CC[C@@H](O)CC1=CC(=O)C1C2CC[C@]2(C)C(=O)[C@H](O)CC12 (some centres undefined)
85) Cc1cc(C)c(NC2=NCCS2)cc1C
86) CC(=O)OC1C2(CC3N4C(=O)C5(CO)SSC4(CC31O)C(=O)N5C)OC(C)C(C)(C)C2=O (centres undefined)
assay / entry,81,82,83,84,85,86
Anesthetic bind,/,/,/,/,/,/
RXFP1 antag,0.1,-6.4,-19.5,-3.0,12.6,-3.5

Some of the compounds tested, so the mix of outcomes need not match the whole.
